Source: PubChem BioAssay
PKA-R2B activ = activators of human PKA-R2B complex | P22694+P31323 | activation, % at 11.4 µM | PKA-R2B holoenzyme dissociation, Cy5-IP20 fluorescence polarization; R2B truncated from residue 108, S112A mutant; 0% DMSO only, 100% 113 µM cGMP | hit rate 0.079% among 340,000 | AID 504700;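 active = activation above a cutoff set at the mean over all compounds plus 3 SD, cut at about 18% in these data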;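 note: higher means more holoenzyme dissociation and a rise in polarization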
Target sequence (P31323 whole entry, looked up, other chains not shown, the tested form may be a part): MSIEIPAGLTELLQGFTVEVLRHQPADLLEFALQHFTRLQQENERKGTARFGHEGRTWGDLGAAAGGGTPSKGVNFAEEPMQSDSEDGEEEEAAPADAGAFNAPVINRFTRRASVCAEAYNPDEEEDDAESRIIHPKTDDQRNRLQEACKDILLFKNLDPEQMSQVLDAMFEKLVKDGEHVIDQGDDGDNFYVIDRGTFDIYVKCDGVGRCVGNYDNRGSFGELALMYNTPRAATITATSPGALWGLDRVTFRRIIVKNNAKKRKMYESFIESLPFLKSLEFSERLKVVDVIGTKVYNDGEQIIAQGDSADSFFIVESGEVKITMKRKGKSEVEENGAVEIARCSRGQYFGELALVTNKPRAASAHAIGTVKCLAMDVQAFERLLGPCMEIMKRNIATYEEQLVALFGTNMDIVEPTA
SUMO Mot1 rescue = SUMOylation pathway inhibition by Mot1-301 growth rescue; S. cerevisiae Mot1-301 growth rescue, ATP luminescence, 38.5C; percent above DMSO median, 100 means doubled; growth rescue, % at 18.8 µM; hit rate 1% among 320,000; AID 2716;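 active = every valid replicate shows activation above 250% relative to neutral control wells; inactive = the rest, any valid replicate at or below 250%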;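 note: OY570 slx delta 5 strain wells were the positive control but not used for scaling; some compounds called inactive have numbers as strong as hits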
PKA-R1A act = activators of PKA-R1A complex; activation, % at 11.4 µM; hit rate 0.083% among 340,000; P00514+P68181; PKA-R1A dissociation, Cy5-IP20 fluorescence polarization; scaled: DMSO 0%, 113 µM cGMP 100%; AID 504707;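 active = percent activation above the mean of all tested compounds plus 3 SD, cut at about 19% in these data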;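 note: higher means more PKAc released from R1A so a rise in polarization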
HTR5A ag = counter-screen for OPRM1-OPRD1 agonists: human HTR5A agonism; AID 504692; hit rate 0.61% among 340,000; activation, % at 9.3 µM; P47898; HTR5A agonist assay, luminescence, cell-based; in the data active = activation mostly above about 9.5%, no sharp cut-off; inactive = mostly below about 7.6%;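 note: 0% = cells with vehicle only and 100% = reference agonist; strong numbers were not always called active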
CDK5 inh = blocks human CDK5/p35 kinase activity; Q00535+Q15078; Recombinant CDK5/p35, ADP-Glo luminescence, 60 min; inhibition, % at 10 µM; hit rate 0.01% among 330,000; AID 488839;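 active = highest replicate inhibition of at least 50% and at least 75% of replicates reaching 50%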;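 note: plate controls were DMSO neutral control for no effect and GW8510 at 10 µM for full effect; many of its hits are not listed in these tables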
HTR5A inv ag = HTR5A inverse agonism, opioid heterodimer counter-screen. HTR5A cell line, luminescence. AID 504634. hit rate 0.083% among 340,000. inhibition, % at 9.3 µM. P47898; in the data active = inhibition mostly above about 23%, no sharp cut-off; inactive = mostly below about 18%;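 note: 0% = cells with DMSO and 100% = no-cell wells with DMSO; some compounds called inactive have numbers as strong as hits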
phage Ecoli inh = E. coli growth loss with phage present; growth absorbance; inhibition, % at 11.9 µM; hit rate 0.26% among 360,000; AID 651602; in the data active = inhibition above about 11%
DAGLB inh = diacylglycerol lipase beta (human) inhibition. hit rate 0.059% among 340,000. AID 504411. inhibition, % at 5.17 µM. HEK293T DAGLB membrane lysate, EnzChek fluorogenic substrate. Q8NCG7; in the data active = inhibition above about 34%;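 note: 0% = enzyme with vehicle and 100% = wells lacking enzyme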
Target sequence (Q8NCG7 whole entry, looked up): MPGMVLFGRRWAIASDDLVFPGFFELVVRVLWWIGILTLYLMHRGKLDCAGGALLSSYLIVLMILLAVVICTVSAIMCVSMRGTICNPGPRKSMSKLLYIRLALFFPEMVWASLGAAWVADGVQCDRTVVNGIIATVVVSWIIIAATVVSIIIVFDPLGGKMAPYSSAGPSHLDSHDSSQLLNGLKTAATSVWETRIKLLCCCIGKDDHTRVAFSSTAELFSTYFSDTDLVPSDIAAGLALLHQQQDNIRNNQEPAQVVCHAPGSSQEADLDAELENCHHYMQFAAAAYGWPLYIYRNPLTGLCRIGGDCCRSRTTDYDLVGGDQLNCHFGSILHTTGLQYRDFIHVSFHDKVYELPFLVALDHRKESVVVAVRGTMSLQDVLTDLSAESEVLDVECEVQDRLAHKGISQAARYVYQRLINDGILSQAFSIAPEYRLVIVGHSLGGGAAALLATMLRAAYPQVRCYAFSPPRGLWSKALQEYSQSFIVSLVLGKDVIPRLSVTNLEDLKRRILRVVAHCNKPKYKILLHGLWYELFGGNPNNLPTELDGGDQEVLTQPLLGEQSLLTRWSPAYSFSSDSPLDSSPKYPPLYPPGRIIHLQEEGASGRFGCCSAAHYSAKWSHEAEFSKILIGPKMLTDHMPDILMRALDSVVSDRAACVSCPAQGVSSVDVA
AddAB inh = less growth of phage-infected E. coli with AddAB; E. coli expressing H. pylori AddAB, absorbance growth; inhibition, % at 11.9 µM; hit rate 0.29% among 330,000; AID 435030; in the data active = inhibition above about 12%;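 note: 0% = vehicle wells of infected cells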
Tat transport = inhibitors of E. coli Tat protein transport. E. coli MC4100 TorA-mCherry Tat export, fluorescence. AID 488895. inhibition, % at 10 µM. hit rate 0.036% among 340,000;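 active = mean replicate inhibition at least 50% and at least half of replicates individually reaching 50%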;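 note: exported cargo escapes ClpAP degradation while cytoplasmic cargo is degraded and loses fluorescence; 0% = median of neutral control wells and 100% = median of NaSCN control wells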
E coli growth = counter-screen for AddAB inhibitors: E. coli growth inhibition; inhibition, % at 11.9 µM; E. coli V3065 growth, OD600 absorbance, 18 h; hit rate 0.27% among 330,000;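 active = inhibition above the campaign's mean inhibition across all tested compounds plus 3 SD, cut at about 9.9% in these data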;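 note: uninfected addAB+ strain grown without phage in ampicillin broth; 0% = DMSO wells and 100% = ciprofloxacin 0.95 µg/ml wells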
The depositor's hits bear a star; i = inactive; / = not tested or not shown; & = joins results of further samples.

Sequence of screens – HTR5A inv ag, SUMO Mot1 rescue, PKA-R1A act, E coli growth, phage Ecoli inh, Tat transport, AddAB inh, PKA-R2B activ, CDK5 inh, HTR5A ag, DAGLB inh
Cc1ccc(N/N=C/c2ccc3c(c2)OCCO3)cc1Cl
    3, 225, -1, -0.3, 1.2, 3, 0.0, -2, 1.2, 0, -4
CCC(C)[C@@H](C(=O)N1CCNCC1)n1cc(CCCN=C(N)N)nn1 (stereo partly specified)
    3, -7, 6, -0.7, 2.0, -3, 5.7, 0, 0.1, 0, 2
Cc1ccccc1C(=O)c1cccn1CC(=O)N1CCCCC1
    8, -9, 1, 2.1, 0.9, 5, 2.3, -1, 2.1, -2, -1
CC(C)CC(C(=O)NC1CCCCC1)N(Cc1ccccc1)C(=O)c1snc(C(N)=O)c1N (stereo unspecified)
    -4, -12, -6, 1.1, 0.2, 16, 0.2, 5, -1.0, 1, -2
Cc1c(C(=O)OCC2CCCO2)[nH]c2c1C(=O)CC(c1ccco1)C2 (stereo unspecified)
    -20, -1, 3, 0.6, /, -9, 3.4, 3, -2.3, 7, -1
CC(=O)c1c(C(C)=O)c(C)n(-c2ccc(C)c(NC(=O)c3ccccc3Cl)c2)c1C
    11, 10, -2, -2.1, 1.9, -4, -1.9, 10, -1.4, 0, 0
COc1ccc(-n2c(O)c(/C=C3\C=Nc4ccccc43)c(=O)[nH]c2=O)cc1
    7, /, -2, /, -1.9, -7, /, -8, 0.2, -2, 0
COC(=O)c1ccccc1S(=O)(=O)N1CCC(C(=O)OCc2ccc([N+](=O)[O-])cc2)CC1
    8, -4, -7, 0.4, 0.0, 2, 6.0, -5, 2.5, -3, 0
O=C(CCn1c(=O)[nH]c2ccsc2c1=O)NCCc1ccc(Cl)cc1
    9, -13, -5, -0.9, 1.9, 1, 2.8, -1, 0.9, 5, 1
O=C(CCSc1nnc(-c2ccncc2)o1)Nc1cccc2ccccc12
    -15, 4, -6, -0.2, 3.8, 18, -1.0, -1, -2.7, -1, 1
O=C(COC(=O)c1ncc(Cl)c(Cl)c1Cl)NC(=O)NCc1ccccc1
    2, -11, 10, 1.0, 2.5, 6, 2.0, -2, 1.5, 0, -1
CCn1c(CNC(=O)Cc2ccc(OC)cc2)nnc1SCC(=O)NC1CCCCC1
    -2, -6, 4, 3.2, 3.4, -3, 2.1, 0, 1.1, 6, 0
COc1ccc(CNC(=O)CCCOc2cc(=O)n(C)c3ccccc23)cc1
    -4, 77, -6, 0.6, 2.9, -3, 2.0, -9, 0.7, 1, -1
CN(C)c1ccc(C(CNS(=O)(=O)c2ccc(F)c(F)c2)c2c[nH]c3ccccc23)cc1 (stereo unspecified)
    -20, 12, -17, 1.1, 4.4, 13, 2.3, -18, 0.9, 5, 5
O=C1N[C@@H](c2ccccc2)COC(=O)[C@@H](Cc2ccc(F)cc2)C/C=C\C[C@H]1CC(=O)N(CCO)Cc1ccccc1
    18, -13, -11, -1.2, 0.6, -1, 0.9, -10, 0.8, -1, -1
O=C(/C=C/c1cccc([N+](=O)[O-])c1)NCCSCc1ccc(Cl)cc1Cl
    4, 368*, -15, 1.1, 4.5, -1, 0.8, -6, 0.0, -4, 0
C=CCOc1ccccc1C(=O)/C=C1/C(=O)Nc2ccccc21
    -10, -12, -5, -0.3, -1.1, -4, 1.1, -14, -0.2, 3, 4
OCCN1CCN(c2ncnc3sc(-c4ccccc4)cc23)CC1
    4, 5, -6, -3.2, 3.0, -1, 0.9, 2, 1.7, -2, -2
CC(C)Oc1cccc(C(=O)C2CCCN(S(C)(=O)=O)C2)c1 (stereo unspecified)
    13, -2, 5, 0.8, 0.6, 0, -0.5, 2, -0.4, 5, 1
CC(/C=C/c1ccc(O)cc1)=NNc1ccccc1
    -7, /, -7, /, 3.3, 2, /, -5, -0.6, 2, 2
CCN1CCN(c2ccc(NC(=O)c3ccco3)cc2)CC1
    8, -8, -7, 0.5, -0.9, -2, 3.7, 5, 1.8, -3, -2
CCN1CCCC1CNC(=O)C1c2cc(OC)c(OC)cc2C(=O)N(C)C1c1cccnc1 (stereo unspecified)
    -3, 6, -3, -1.5, 0.6, -6, 0.2, 8, -1.1, -3, 0
c1ccc(Nc2nc(CSc3ncn[nH]3)cs2)cc1
    6, i, 9, 0.5, 3.8, -3, 2.6, -5, 0.0, 3, -1
O=C(CS(=O)(=O)c1ccccc1)c1cc2cc(F)ccc2oc1=O
    6, 3, -7, 2.1, /, -4, 0.4, 2, 1.6, 1, 14
CCOc1ccccc1NC(=O)COc1coc(CN2CCc3ccccc3C2)cc1=O
    -12, -5, -10, -1.1, -3.1, -6, 2.2, 3, 1.2, 5, -3
Cn1c(SCC(=O)NC2CCCCCC2)nnc1-c1ccco1
    12, 1, -2, -0.4, 2.1, -9, 1.6, -6, 0.5, 3, -3
COC(=O)c1cc(Cl)cc(Cl)c1OS(=O)(=O)N(C)C
    0, -5, -11, -1.4, 1.8, -1, 0.0, -6, 0.2, 0, 0
CCOc1ccc(N2CC(C(=O)N3CCCCCC3)CC2=O)cc1 (stereo unspecified)
    -9, 138, -3, -3.0, 2.5, 9, 5.2, 0, -0.4, 3, -3
CCOc1cc(C)nc(N2CCC(C(=O)NCC3CCCO3)CC2)n1 (stereo unspecified)
    14, /, -13, /, 2.4, -5, /, -13, -7.6, -4, 2
Cc1[nH]nc(C(=O)NN=Cc2ccccc2Cl)c1N=NN(C)C
    -12, /, 5, /, 14*, 0, /, 0, 0.1, 3, 4
O=c1[nH]c2ccc(Cl)cc2c(-c2ccccc2)c1N1CCN(c2ccccn2)CC1
    -10, 48, -10, 1.3, 2.6, 1, 1.1, -5, 5.5, 4, 0
Cc1c(C)c2c(OCC(=O)NCc3ccco3)cc3c(c2oc1=O)CCC(C)(C)O3
    -2, -5, -6, -2.2, 2.2, -3, 1.0, 13, -0.2, 7, -3
c1ccc2[nH]c(C3CC3)nc2c1
    -3, 29, 3, 4.0, 4.7, -1, 5.4, 3, -0.6, 1, 0
COc1ccc(NC(=O)c2cccc(OS(=O)(=O)N(C)C)c2)cc1
    5, 14, 11, 1.3, 2.2, 1, 1.3, -4, -0.7, -2, -2
CCN1CCN(Cc2ccc(NC(=O)c3ccc(C)c(NC(=O)C4=NN(c5ccccc5)C(=O)C4)c3)cc2C(F)(F)F)CC1
    -8, -5, -9&-5, -1.0, 4.9&1.4, -3, 1.5, -2&0, -0.3, -2, 6&2
Cc1ccccc1OCCNc1cc(N2CCCCC2)ccc1[N+](=O)[O-]
    -5, 380, -2, -0.3, 2.2, -5, 2.1, 12, 0.1, 6, -16
NC1=NC(=O)CC(C(=O)NCc2ccccc2)S1 (stereo unspecified)
    7, 4, 4, -1.2, 1.4, 7, 0.0, 10, -4.8, 3, 0
COc1ccc(C)cc1S(=O)(=O)NCCc1ccccc1
    -29, -6, -6, -0.5, 3.1, -6, 0.1, -4, -0.2, 2, -2
CCOC(=O)c1ccc(NC(=O)Cc2coc3cc4c(cc23)CCC4)cc1
    11, -6, -5, 3.4, 3.4, 8, 4.4, -10, 0.4, -4, -13
CCOc1ccc(N=NC2C(=O)N(C(N)=S)N=C2C)cc1 (stereo unspecified)
    -24, -4, 7, 9.5, 2.8, -1, 5.3, -4, 1.4, 9, 8

Brought forward from above: 4 entries, then new ones.
Sequence of screens – HTR5A inv ag, SUMO Mot1 rescue, PKA-R1A act, E coli growth, phage Ecoli inh, Tat transport, AddAB inh, PKA-R2B activ, CDK5 inh, HTR5A ag, DAGLB inh
NC1=NC(=O)CC(C(=O)NCc2ccccc2)S1 (stereo unspecified)
    7, 4, 4, -1.2, 1.4, 7, 0.0, 10, -4.8, 3, 0
COc1ccc(C)cc1S(=O)(=O)NCCc1ccccc1
    -29, -6, -6, -0.5, 3.1, -6, 0.1, -4, -0.2, 2, -2
CCOC(=O)c1ccc(NC(=O)Cc2coc3cc4c(cc23)CCC4)cc1
    11, -6, -5, 3.4, 3.4, 8, 4.4, -10, 0.4, -4, -13
CCOc1ccc(N=NC2C(=O)N(C(N)=S)N=C2C)cc1 (stereo unspecified)
    -24, -4, 7, 9.5, 2.8, -1, 5.3, -4, 1.4, 9, 8
COc1cccc(NC(=O)CCC2CCN(C(=O)c3ccc(C(C)=O)s3)CC2)c1
    2, -10, -1, 0.4, 3.7, -4, 3.4, -9, -0.4, -1, 0
Cc1cc(OC(=O)c2c(Cl)cc(Cl)cc2Cl)nc(C)n1
    16, 4, -10, 1.4, 0.9, -5, 0.5, -12, 2.9, 2, -2
Cc1cccc(OCC(=O)OCC(=O)Nc2sccc2C(N)=O)c1
    -1, -2, -2, 1.9, 3.1, -10, 1.0, -7, -0.9, 5, 0
O=C(CSc1cccc2cccc(Cl)c12)OCC(=O)N1CCN(C(=O)c2ccco2)CC1
    -8, -12, 2, 0.8, 2.9, 1, 3.9, -6, -0.7, 3, -1
Cc1ccccc1NC1=C(Cl)C(=O)OC1OC(=O)c1ccccc1C (stereo unspecified)
    -3, -7, -6, -1.1, 4.7, 0, 1.7, -2, 2.1, 1, -3
O=C(CCNS(=O)(=O)c1ccccc1)N1CCCCCC1
    -8, 3, -1, -2.7, 0.7, 2, 0.3, -11, -1.2, 2, -2
O=C(COC(=O)c1ccc(Cl)cc1)NC(=O)NC1CCCC1
    17, /, -1, /, 2.2, -8, /, -5, 1.4, -2, 1
CC(C)N(Cc1ccccc1)C(=O)c1cccs1
    -4, -21, -1, -0.3, 0.9, -7, -0.3, -8, 0.1, 1, 3
COc1cc(CN2CCC(C(=O)N3CCN(c4ccccc4F)CC3)CC2)cc(OC)c1O
    -25, -16, 4, 0.1, 0.9, 4, 4.5, -3, -0.3, 9, -1
CCOc1cc(C2C(C#N)=C(N)OC3CCCC(=O)C32)ccc1OCCN1CCOCC1 (stereo unspecified)
    2, 9, -9, 0.5, 1.4, -13, 4.4, -1, 0.0, -3, -2
Cc1nc(N2CCN(S(=O)(=O)c3ccccc3)CC2)c2cc(-c3ccccc3)sc2n1
    -32, -25, -3, 1.7, 1.3, -1, -1.9, -4, -1.7, 1, -1
CC(/C=C1\SC(=S)N(CCC(=O)Nc2nc(C)cs2)C1=O)=C\c1ccccc1
    -5, -9, 3, 3.3, 0.1, 1, -0.7, 4, 1.7, 2, 4
CC(C)(C)OC(=O)N1CCC(NC(=O)c2nc[nH]c2C(=O)NCc2ccccc2)CC1
    7, 9, 1, -2.1, 1.9, 2, -0.1, -8, 0.8, 4, -2
CCOC(=O)Cc1csc(N/N=C\c2ccc(N(C)C)cc2)n1
    7, -4, -2, -3.4, 1.3, 8, -2.5, 10, -0.5, -2, 13
CC(C)(C)C(=O)Nc1c(Cl)cccc1OC(F)(F)F
    -3, -13, -5, -0.1, -0.4, -1, 0.1, 4, -0.4, 4, -3

No enrichment for hits; overall some 2.3% were active at least once.
